PriA SSB inh: K. pneumoniae PriA-SSBct interaction inhibition | AlphaScreen SSBct-PriA binding, biotinylated peptide | inhibition, % at 33 µM | 0.6% of 430,000 active; in the data active = inhibition mostly above about 37%, no sharp cut-off; inactive = mostly below about 20%;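 also: plate controls were negative control peptide for no effect and reference peptide for full effect; strong numbers were not always called active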
Active calls of the source: *; & = joins results of further samples. This is a subset; the hit share may differ from the screen's.

molecule	PriA SSB inh
Cc1ccc(NC(=O)[C@H]2Nc3cc(F)ccc3S(=O)(=O)N2)cc1C	-9
CCOc1ccc(NC(=O)NCC2CCCN2c2nc3ccccc3o2)cc1 (configuration not stated)	13
Cc1cc(=O)[nH]c(NN=Cc2ccc(C)o2)n1	3
COc1cccc(NC(=O)NCCCn2ccnc2-c2ccccc2)c1OC	1
Cc1ccc(C(CNS(=O)(=O)c2cc(C)c(C)cc2C)N2CCOCC2)cc1 (configuration not stated)	2
CCN1C(=O)/C(=C/c2ccc(N(C)C)cc2)SC1=NS(=O)(=O)c1cccs1	0
Cc1cc(C)c(C)c(S(=O)(=O)NCCC(=O)N2C3C=CCC2CC3)c1C (configuration not stated)	-5
COc1ccccc1CCNC(=O)Cc1csc2nc(-c3ccc(C)cc3)cn12	22
CC(=O)C(=NNc1ccc(Br)cc1)Sc1cccc2cccnc12	-6
Cc1nc2cc(N=Cc3ccc([N+](=O)[O-])s3)ccc2n1-c1ccccc1	5
O=C(NCCOc1ccc2nnc(-c3cccc(F)c3)n2n1)c1c(F)cccc1Cl	-4
O=C(NCc1cncc(-c2cccs2)c1)c1ccco1	4
O=C(Nc1nnc(Cc2cccs2)o1)c1ccc(F)cc1	27
COc1cc(C)ccc1S(=O)(=O)NCCCn1ncccc1=O	-20
O=S(=O)(NCC(O)(c1cccs1)C1CC1)c1ccc2c(c1)OCCO2 (configuration not stated)	-1
Cc1ccc2nc(CO)[nH]c2c1	-9
Cc1cccc(Cn2cnc3c(cnn3CCNC(=O)CCc3ccccc3)c2=O)c1	1
Cc1nn([C@H]2CCS(=O)(=O)C2)c(C)c1N1CCN(S(=O)(=O)c2cccc(Cl)c2C)CC1	9
O=C(Cn1nc(C(=O)Nc2ccccc2)ccc1=O)Nc1ccc(Cl)cc1	-5
CC1CCCCN1S(=O)(=O)c1ccc(C(=O)Nc2nc(-c3ccccn3)cs2)cc1 (configuration not stated)	26

Looked up by compound from above, three records:
molecule	PriA SSB inh
O=C(Cn1nc(C(=O)Nc2ccccc2)ccc1=O)Nc1ccc(Cl)cc1	-5
O=C(NCc1cncc(-c2cccs2)c1)c1ccco1	4
Cc1cc(=O)[nH]c(NN=Cc2ccc(C)o2)n1	3

(continued)
molecule	PriA SSB inh
CC(=NNc1nc(N)cc(Cl)n1)c1cccc([N+](=O)[O-])c1	-12
Cc1csc(NC(=O)CCCSc2ccc(NC(=O)c3ccco3)nn2)n1	-6
CCOc1ccc(S(=O)(=O)NC(c2cccnc2)C2CCOCC2)cc1F (configuration not stated)	-1
Cc1cc(C)cc(NC(=O)NCCn2nc(-c3cccs3)ccc2=O)c1	-12
COc1ccc(S(=O)(=O)c2c(C)cc(C)n(CC(=O)Nc3ccc(C(C)=O)cc3)c2=O)cc1OC	-3
Cc1ccc(Cn2c(=S)[nH]c3c(oc4ccccc43)c2=O)cc1	-6
CCCN1CCCc2cc(CCNS(=O)(=O)CC(C)C)ccc21	74*
CCOc1cc(C2C(=C(O)c3cc(C)ccc3C)C(=O)C(=O)N2CCN(C)C)ccc1O (configuration not stated)	-13
Cc1cc(NC(=O)c2ccc(Br)o2)nc2c1c(=O)oc1ccccc12	3
Nc1c(C(=O)NC2CCCCC2)cnc2nc3ccccc3n12	-5
Cc1ccccc1C(=O)Nc1nc2c(C)cccc2s1	-17
O=C(c1ccccc1)c1cnc2cc3c(cc2c1N1CCN(c2cccc(Cl)c2)CC1)OCCO3	-3
COc1nn(C)cc1C(=O)NC[C@H](OC)c1ccsc1	-1
O=C(COc1ccc(F)cc1)N1CCN(c2ccc3nnc(C4CC4)n3n2)CC1	-17
O=C(CCSc1ccccc1)Nc1nc(-c2ccc(I)cc2)cs1	-7
O=S(=O)(NCCCN1CCOCC1)c1ccc(Cl)c(Cl)c1	-2
CC(C)Oc1ccc(C(=O)NNC(=O)c2ccc(=O)n(Cc3ccccc3)c2)cc1	1
CCc1ccccc1NC(=O)CSc1nccn2nc(-c3ccccc3)cc12	7
CC1CCN(c2cc(NC(=O)c3cncc(Br)c3)ncn2)CC1	-26
COc1ccc(NC(=O)c2ccc(S(=O)(=O)c3ccc(C)c(C)c3)nc2)c(OC)c1	-1
CN(C)c1cncc(OC2CCN(C(=O)c3ccc4ncsc4c3)C2)n1 (configuration not stated)	7
COc1ccc2nc(-c3ccc(OC)c(NC(=O)c4ccc(F)c(F)c4)c3)cn2n1	-8
Cc1ccc(-c2csc3nc(SCC(=O)Nc4c(Cl)cc(Cl)cc4Cl)n(-c4ccccc4)c(=O)c23)o1	-11
Cc1cc2c(=O)n(C)c(SCc3cc(=O)[nH][nH]3)nc2s1	-10
O=C(Nc1ccccc1F)N1CCC[C@H](Cc2nc(C3CC3)no2)C1	-17
COC(=O)C1CCN(C(=O)Cc2csc(NC(=O)C3CC3)n2)CC1	5&8
COc1ccc2cc(C(=O)NCC#CCOc3ccc4c(c3)OCO4)[nH]c2c1	13
NC(=O)c1ccc(NC(=O)C(=O)N2CCC3(CC2)OCCN3S(=O)(=O)c2cccs2)cc1	-12
O=C(O)c1ccc2nsnc2c1	-15&1
C=CCNC(=S)NN=C1CCS(=O)(=O)c2ccccc21	-11
CC(C)(C)OC(=O)COC(=O)c1cn(-c2cccc(Cl)c2)c(=O)c2ccccc12	-5
O=C(Nc1ccc(-c2nc3ccccc3[nH]2)cc1)c1ccc(C(=O)c2ccccc2)cc1	-21
COc1ccc(S(=O)(=O)Nc2nc(CC(=O)Nc3nc4ccccc4s3)cs2)cc1	-4&20
COc1ccccc1C(=O)NCC(c1ccc(C)cc1)N1CCN(C)CC1 (configuration not stated)	9
CC(C)c1ccc(-c2cc(=O)c3cc(NC(=O)c4cccnc4)ccc3o2)cc1	-6
NC(=O)c1oc2ccccc2c1NC(=O)CCCS(=O)(=O)c1ccccc1	-11
O=C(NCCOc1ccc(F)cc1)c1ccc(C(F)(F)F)cc1	-6
Cc1cc(-c2nnc(NC(=O)Cc3ccc(S(C)(=O)=O)cc3)o2)n(C)n1	43*
Cc1cc(OC2CCN(C(=O)NCc3cccs3)CC2)cc(=O)o1	-12
CN(C)C=Nc1cc(=O)[nH]c(=O)n1Cc1ccccc1	-12
O=C(NCC[C@H](O)c1ccsc1)c1ccc(Cl)s1	-2
C[C@H](OC(=O)c1c2c(nc3ccccc13)CCCC2)C(=O)c1ccc(F)cc1	3
O=C(NCCCn1ccnc1)C(=O)Nc1ccc2c(c1)OCO2	-8
Cc1cc(=O)[nH]c(-n2nc(C3CC3)cc2NC(=O)C2c3ccccc3Oc3ccccc32)n1	-5
O=C(NNC(=O)c1cc2ccccc2oc1=O)c1ccc(=O)n(Cc2ccccc2)c1	-3
O=S(=O)(Cc1ccc(C(F)(F)F)cc1)NCCN1CCC(c2cccs2)CC1	-22
Cc1cccc(NC(=O)CN2C(=O)c3ccccc3C2=O)n1	-2
Cc1nc(C(C)C)c(C(=O)Nc2nc(-c3ccccn3)cs2)s1	59*
O=C(CN1C(=O)CCC1=O)NCC1(Sc2ccccc2)CCOCC1	-19
CCn1nc(C)c(/C=N\NC(=O)C(C)(C)Oc2ccc(Cl)cc2)c1C	-3
CC12CCC(C(=O)NCC(F)(F)F)(C(=O)C1=O)C2(C)C (configuration not stated)	-8
O=C(Cn1c(=O)oc2ccccc21)N1CCN(c2ccc(-n3cncn3)nn2)CC1	-10
CCOC(=O)c1ccc(NC(=O)CS(=O)(=O)c2cn(Cc3ccccc3C)c3ccccc23)cc1	0
N#CCCN(CCC#N)S(=O)(=O)c1ccc(C(=O)Nc2nnc(-c3ccco3)o2)cc1	-2
CO[C@@H](CNC(=O)C(=O)NC1CCCC1)c1ccc(C)s1	-2
Cc1sc(NC(=O)c2ccc(S(=O)(=O)N(C)C3CCCC3)cc2)c(C#N)c1C	4
CC(=O)N1CC(C(=O)Nc2ccc(Br)c(C)c2)C1	-2
CC1(C)CC(=O)C(C=Nc2cccnc2N=CC2=C(O)CC(C)(C)CC2=O)=C(O)C1	-3
CC(C)C(=O)Nc1ccc(SCc2ccccc2F)nn1	-5
CC1(C)Cc2cccc(OCC(=O)N3CCc4cnc(N5CCOCC5)nc4C3)c2O1	-14

4 of the compounds above, with each value named.
O=C(Cn1c(=O)oc2ccccc21)N1CCN(c2ccc(-n3cncn3)nn2)CC1
  PriA SSB inh: -10

Cc1cc(=O)[nH]c(-n2nc(C3CC3)cc2NC(=O)C2c3ccccc3Oc3ccccc32)n1
  PriA SSB inh: -5

CCn1nc(C)c(/C=N\NC(=O)C(C)(C)Oc2ccc(Cl)cc2)c1C
  PriA SSB inh: -3

Cc1nc(C(C)C)c(C(=O)Nc2nc(-c3ccccn3)cs2)s1
  PriA SSB inh: 59*

Remaining list, next part.
molecule	PriA SSB inh
COc1cc(-c2ccc(SCC(=O)Nc3ccc(C(C)=O)cc3)nn2)cc(OC)c1OC	-14&0
Cc1nn(CC(C#N)=NO)c(C)[n+]1N	-3
O=C(CSC1CCCC1)Nc1cc(-n2cncn2)ncn1	-20
O=C(Cc1ccccc1)Nn1c(SCc2cccc(Cl)c2)nc2ccccc2c1=O	-4
O=C(Nc1nnc(-c2ccccc2Cl)o1)C1CC(=O)N(c2ccccc2)C1 (configuration not stated)	46*
CN(C(=NS(=O)(=O)c1cccs1)c1ccccc1)c1ccc(O)cc1	8
Cc1ccc(N2CC(C(=O)NCCn3nc(C(F)(F)F)cc3C3CC3)CC2=O)cc1C (configuration not stated)	-17
O=C(NCCn1ncc2c(N3CCOCC3)ncnc21)C12CC3CC(CC(C3)C1)C2	-7
Cc1cc(=O)[nH]c(-n2nc(C)c(CCC(=O)NCc3c(F)cccc3F)c2C)n1	1
CCNc1nc(NCC)nc(NN=Cc2ccc(O)c(OC)c2)n1	-6
O=C(c1ccccc1C(F)(F)F)N1CCCC(c2nnc(-c3cccs3)o2)C1 (configuration not stated)	-14
O=C(NCCN1CCn2cc(OCc3ccc(F)cc3)c(=O)cc2C1=O)c1cnccn1	-14
COc1ccc(CNC(=O)CSc2nc3c(c(=O)[nH]2)CN(Cc2ccc(F)cc2)CC3)cc1	-7
CC(C)(C)C(=O)NCC1CCN(Cc2cccs2)CC1	-13&-10
O=C(Nc1ccc2c(c1)CN(C(=O)c1ccccc1)CC2)c1ccco1	-7
COc1cccc(C(=O)NN=C(CCC(=O)O)c2ccccc2)c1	3
O=C(CSc1nc2c(sc(=S)n2-c2ccccc2)c(=O)[nH]1)Nc1ccccc1C(F)(F)F	-1
CC(=O)C(=NNc1ccccc1)Sc1cccc2cccnc12	14
COC(=O)N1CCc2ccc(Br)cc2C1C(=O)NCc1nc2ccccc2[nH]1 (configuration not stated)	-14
CCN(CC)CCCN1C(=O)C(=O)C(=C(O)c2cc(C)ccc2C)C1c1cccnc1 (configuration not stated)	-10
CC1(C)C(=O)NCCN1C(=O)Cc1ccc(S(C)(=O)=O)cc1	-11&-14
O=c1c2ccccc2nc2c3ccccc3c(SCc3ccco3)nn12	-6
CCOc1ccc(-n2ccnc(SCc3ccc(F)cc3Cl)c2=O)cc1	-3
O=C(Nc1ccc(-c2nc3ccccc3o2)cc1)c1ccc(Cl)s1	-7&-3
Cc1nc(NCCNC(=O)c2ccccc2)cc(N(C)C)n1	16
CCOC(=O)c1c(-c2ccc(Cl)cc2)csc1NC(=O)CSc1nnc2scc(-c3ccccc3)n12	0
COc1ccc(NC(=S)NN=Cc2ccc(F)c(F)c2)cc1	-1
COc1ccc(NC(=O)c2cccn(OCc3ccc(F)cc3)c2=O)c(OC)c1	9
Cc1oc(C=NNC(=O)CC2(C)OCCO2)cc1Br	-10
Cc1ccc2c(c1)[C@@H](O)CCCS2(=O)=O	-19
COc1ccc(NC(=O)COc2ccc(C=Nn3c(C)nnc3C)cc2OC)cc1	-21
Cc1nn(C)c(C)c1C=NNC(=O)c1csc2ccccc12	10
NC1(c2ccccc2)CC1	-5
O=S(=O)(c1ccccc1)c1nc(/C=C/c2ccccc2)oc1NCc1ccco1	-2
O=C1c2ccncc2C(=O)N1CNc1ccc(Cl)c(Cl)c1	2
COC(=O)c1c(-c2ccc(F)cc2)csc1NC(=O)c1ccc(NS(=O)(=O)c2cc(C)ccc2C)cc1	-2
O=C(Nc1nnc(-c2cc(Cl)sc2Cl)o1)c1cccs1	-2
Oc1cccc(C=Nn2c(C3CCCCC3)n[nH]c2=S)c1	8
O=C1c2ccccc2C(=O)N1CCSc1nnc(-c2cccs2)n1-c1ccccc1	-13
CC1=NC2=C(C(=O)CC(C)(C)C2)[C@H](c2ccc(OCc3ccc(F)cc3)cc2)C1C#N (some centres not stated)	-24
CCOC(=O)N1CCN(C(=O)c2nc(C)ns2)CC1	0
CCCNC(=O)Nc1nc2ccc(OC)cc2s1	1
Cc1cc(NC(=O)c2coc(NC(=O)c3cccs3)n2)no1	-9
COc1ccc(CC(=O)N2CCO[C@H](c3ccccc3)C2)cc1	-1
O=C(Cn1nc(-c2ccccc2)c2sc(N3CCOCC3)nc2c1=O)NCc1ccccc1Cl	-12
O=C(Nc1ccc(C(F)(F)F)cc1)N[C@H]1CCN(c2ccccn2)C1	4
O=c1ccc(-c2cccs2)nn1Cc1c(F)cccc1Cl	-3

Screens: PubChem, Small Molecule Screening Facility, UW Madison
